# CHRM5 PAM: potentiates acetylcholine response at human M5 receptor | CHO-K1 hM5, Fluo-8 calcium, ACh EC20 PAM; 0% = ACh EC20, 100% = ACh EC100 | activation, % at 3 µM | 360,000 tested, 0.3% active;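 active = activation above the run cutoff, the mean activation of all test compounds plus 3 SD, cut at about 18% in these data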
#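 Measured by: Fluo-8 calcium fluorescence; material: human M5 receptor in CHO-K1 cells; schedule: Post-acetylcholine fluorescence recording 140 s; benchmarks: low control EC20 acetylcholine (0%), high control EC100 acetylcholine (100%); read-out: Max/basal fluorescence ratio as % of EC20–EC100 ACh window; compound: single dose, 3 µM nominal final test concentration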
# M4 ag: agonists of human muscarinic M4 receptor (CHRM4); P08173; CHO-K1 hM4/Gqi5, Fluo-8 calcium fluorescence; vehicle 0%, full acetylcholine response 100%; activation, % at 3 µM; 360,000 tested, 0.14% active; AID 624127;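 active = activation above the run mean over all test wells plus 3 SD, cut at about 32% in these data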;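 also: peak over basal fluorescence ratio per well then scaled between controls; 0% = DMSO wells and 100% = acetylcholine at EC100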
# CHRM5 antagonist: blocks acetylcholine activation of human M5 receptor; 360,000 tested, 0.59% active; AID 624040; inhibition, % at 3 µM; CHO-hM5 cells, Fluo-8 calcium fluorescence, ACh EC80;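 active = inhibition above a per-plate cutoff, the mean of that plate's test compounds plus 3 SD, cut at about 27% in these data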;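 also: 0% = acetylcholine EC80 with DMSO and 100% = DMSO without agonist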
# CHRM4 antagonist: antagonists of human muscarinic M4 receptor (CHRM4) | P08173 | CHO-hM4 cells, ACh EC80, Fluo-8 calcium fluorescence | inhibition, % at 3 µM | 360,000 tested, 0.73% active;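 active = inhibition above its plate's cutoff, the mean inhibition of sample wells plus 3 SD, cut at about 27% in these data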;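 also: 0% = acetylcholine EC80 with DMSO and 100% = DMSO without agonist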
# M4 PAM: potentiates acetylcholine response at human M4 receptor | 360,000 tested, 0.4% active | P08173 | CHO-K1 hM4/Gqi5, Fluo-8 calcium fluorescence, ACh EC20; 0% = ACh EC20, 100% = maximal ACh | activation, % at 3 µM | AID 624126;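 active = activation above its plate's cutoff, the mean activation of sample wells plus 3 SD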; also: some results filed as inactive read as strong as hits
# CRFR2-BP antag: blocks CRF-induced signaling of the CRF-BP/CRF-R2 complex. HEK293 CRF-R2/CRF-BP, CRF-induced calcium fluorescence. inhibition, % at 11.8 µM. 350,000 tested, 0.59% active;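 active = inhibition of the ligand-induced calcium signal above about 50% at the single tested concentration, limit read from the data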
# IDE cell inh: inhibits human insulin-degrading enzyme in HEK cells | P14735 | inhibition, % at 5.59 µM | FAbetaB cleavage, fluorescence polarization | AID 434962 | 320,000 tested, 0.41% active;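 active = percent inhibition above the average of all tested compounds plus 3 SD, set per screening campaign, cut at about 16% in these data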;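 also: IDE supplied by intact live HEK cells; FP after avidin binding of uncleaved biotin substrate so inhibition keeps polarization high; 0% = DMSO wells and 100% = 60 µM reference IDE inhibitor Ii1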
# Target sequence (P14735 whole entry, looked up): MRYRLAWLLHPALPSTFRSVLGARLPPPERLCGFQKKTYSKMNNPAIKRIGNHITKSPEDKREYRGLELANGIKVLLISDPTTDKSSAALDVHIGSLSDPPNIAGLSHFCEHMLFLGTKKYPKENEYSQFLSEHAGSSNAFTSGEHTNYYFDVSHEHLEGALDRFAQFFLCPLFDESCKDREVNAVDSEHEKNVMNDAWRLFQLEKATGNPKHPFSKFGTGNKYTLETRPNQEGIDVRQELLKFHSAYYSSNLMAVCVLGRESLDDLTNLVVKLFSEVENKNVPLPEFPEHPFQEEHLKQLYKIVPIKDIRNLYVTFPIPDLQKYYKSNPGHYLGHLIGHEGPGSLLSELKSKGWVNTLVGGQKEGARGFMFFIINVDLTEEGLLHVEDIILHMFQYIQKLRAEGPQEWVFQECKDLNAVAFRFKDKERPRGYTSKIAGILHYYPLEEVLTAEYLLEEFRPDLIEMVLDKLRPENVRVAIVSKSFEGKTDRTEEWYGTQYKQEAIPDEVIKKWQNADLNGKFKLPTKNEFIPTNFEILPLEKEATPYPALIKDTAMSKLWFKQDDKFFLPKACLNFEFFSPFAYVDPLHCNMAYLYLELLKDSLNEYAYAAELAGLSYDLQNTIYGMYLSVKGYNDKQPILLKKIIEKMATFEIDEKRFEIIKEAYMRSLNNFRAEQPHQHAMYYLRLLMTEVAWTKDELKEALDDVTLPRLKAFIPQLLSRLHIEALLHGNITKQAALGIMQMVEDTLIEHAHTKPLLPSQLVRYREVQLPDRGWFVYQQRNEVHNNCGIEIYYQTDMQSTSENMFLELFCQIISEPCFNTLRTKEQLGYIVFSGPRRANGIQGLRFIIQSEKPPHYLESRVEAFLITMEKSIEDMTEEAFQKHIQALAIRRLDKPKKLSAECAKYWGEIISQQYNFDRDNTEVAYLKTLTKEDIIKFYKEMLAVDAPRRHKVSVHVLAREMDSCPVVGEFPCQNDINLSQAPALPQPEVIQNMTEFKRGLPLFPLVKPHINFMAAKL
# CRFBP-R2 agonist: agonists of human CRF-binding protein/CRF-R2 receptor complex; HEK293 CRF-R2/CRF-BP, calcium dye fluorescence (FLIPR); percent of saturating CRF peptide response; activation, % at 13.2 µM; 350,000 tested, 0.46% active; AID 588473;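 active = activation of at least 50%, plus an integration ratio under a set limit after plate pattern correction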;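 also: plate controls were neutral control wells without compound for no effect and CRF at EC100 for full effect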
# CHRM5 agonist: CHRM5 agonism in calcium assay. 360,000 tested, 0.19% active. AID 624037. CHO-K1 hM5 cells, Fluo-8 calcium fluorescence; 0% DMSO wells, 100% maximal acetylcholine response. P08912. activation, % at 3 µM;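 active = activation above the run's mean over test compounds plus 3 SD, cut at about 23% in these data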;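 also: signal is peak over basal fluorescence ratio across the kinetic read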
# Active calls of the source: *; / = no result given.
SMILES,CHRM5 PAM,M4 ag,CHRM5 antagonist,CHRM4 antagonist,M4 PAM,CRFR2-BP antag,IDE cell inh,CRFBP-R2 agonist,CHRM5 agonist
Cc1ccc2nc(N3CCN(C=O)CC3)nc(-c3ccccc3)c2c1,2,1,-4,-5,-2,-16,-1,3.2,-3
CCCCC(=O)N=c1sc2cc([N+](=O)[O-])ccc2n1C,8,1,3,-19,11,25,2,-3.4,-2
CCc1cc(=O)[nH]c(SCc2cccc3ccccc23)n1,4,0,1,3,5,-10,4,-0.4,0
CC1CCCCN1CCNC(=O)c1ccc2c(=O)n(CCc3ccccc3)c(=O)[nH]c2c1 (configuration not stated),-6,3,3,4,-6,-17,7,6.5,-6
CCCn1c(=O)c(C(=O)NCCc2ccc(Cl)cc2)c(O)c2ccccc21,1,0,-3,0,3,-14,/,8.7,2
Cc1ccc(S(=O)(=O)n2c(N)nc3ccccc32)cc1,-37,3,76*,86*,-18,-29,2,-2.0,-23
COc1ccc(CN2C(=O)C(CC(=O)NCc3ccco3)CC(C(=O)N(C)C)=C2C)cc1 (configuration not stated),6,0,-3,10,-1,4,/,3.8,-1
CC(NC(=O)CCNS(=O)(=O)c1ccc2c(c1)oc(=O)n2C)c1ccccc1 (configuration not stated),0,1,9,-12,0,-5,0,-1.1,-5
CC(=O)c1ccc(Cc2ccc(C(C)=O)cc2)cc1,-5,0,7,6,1,15,5,1.1,-6
COc1cccc(CNc2nc3cc(-c4cccc(C(=O)NCCO)c4)sc3c(=O)n2C)c1,-4,1,7,-3,0,/,/,/,0
COC(=O)CSc1nnc(CNC(=O)c2ccc(OC)c(OC)c2)n1C,6,2,-1,-8,4,13,-3,0.2,0
O=c1c2ccccc2[nH]c(=S)n1CCC1=CCCCC1,4,0,0,11,-4,-10,4,1.4,-3
Cc1ccc(C(=O)NC(C)C2CC3CCC2C3)c(C)c1 (configuration not stated),0,0,6,3,0,-2,3,0.6,-4
CC(C)NC(=O)N[C@H]1CC[C@H](CC(=O)NCc2ccc(Oc3ccccc3)cc2)O[C@@H]1CO,3,2,5,17,10,/,/,/,1
COc1ccc(-c2c(NC(=O)c3ccco3)oc3ccccc3c2=O)cc1,-9,4,8,-13,2,1,2,1.8,-4
O=C(N/C(=C\c1ccc([N+](=O)[O-])cc1)C(=O)N1CCOCC1)c1ccco1,4,1,8,1,-2,1,-2,-0.9,-2
COc1ccc(N2C(c3ccsc3)=Cc3cc4c(cc3C2c2c[nH]c3ccccc23)OCO4)cc1 (configuration not stated),-8,1,12,21,-10,/,/,/,-6
CCCCn1c(N)c(N(CCC(C)C)C(=O)c2ccc3c(c2)OCO3)c(=O)[nH]c1=O,-3,1,4,-11,12,-3,-2,-1.5,-2
Cc1cccc2c(=O)c(Br)c(C)n(Cc3ccccc3)c12,-4,1,4,1,2,-33,-4,0.8,-1
CC(=O)NCC1(c2ccccc2)CCN(CCCC(=O)c2ccc(F)cc2)CC1,2,0,2,-1,1,-8,/,0.2,-3

# Retrieved by compound from the list above (4):
SMILES,CHRM5 PAM,M4 ag,CHRM5 antagonist,CHRM4 antagonist,M4 PAM,CRFR2-BP antag,IDE cell inh,CRFBP-R2 agonist,CHRM5 agonist
O=C(N/C(=C\c1ccc([N+](=O)[O-])cc1)C(=O)N1CCOCC1)c1ccco1,4,1,8,1,-2,1,-2,-0.9,-2
CC1CCCCN1CCNC(=O)c1ccc2c(=O)n(CCc3ccccc3)c(=O)[nH]c2c1 (configuration not stated),-6,3,3,4,-6,-17,7,6.5,-6
COc1ccc(-c2c(NC(=O)c3ccco3)oc3ccccc3c2=O)cc1,-9,4,8,-13,2,1,2,1.8,-4
COc1ccc(N2C(c3ccsc3)=Cc3cc4c(cc3C2c2c[nH]c3ccccc23)OCO4)cc1 (configuration not stated),-8,1,12,21,-10,/,/,/,-6

# Rewritten with values under each structure: part of the list above
# Sequence of screens – CHRM5 PAM	M4 ag	CHRM5 antagonist	CHRM4 antagonist	M4 PAM	CRFR2-BP antag	IDE cell inh	CRFBP-R2 agonist	CHRM5 agonist
CC(NC(=O)CCNS(=O)(=O)c1ccc2c(c1)oc(=O)n2C)c1ccccc1 (configuration not stated)
 : 0	1	9	-12	0	-5	0	-1.1	-5
CC(=O)c1ccc(Cc2ccc(C(C)=O)cc2)cc1
 : -5	0	7	6	1	15	5	1.1	-6
COc1cccc(CNc2nc3cc(-c4cccc(C(=O)NCCO)c4)sc3c(=O)n2C)c1
 : -4	1	7	-3	0	/	/	/	0
COC(=O)CSc1nnc(CNC(=O)c2ccc(OC)c(OC)c2)n1C
 : 6	2	-1	-8	4	13	-3	0.2	0

# (list continues)
SMILES,CHRM5 PAM,M4 ag,CHRM5 antagonist,CHRM4 antagonist,M4 PAM,CRFR2-BP antag,IDE cell inh,CRFBP-R2 agonist,CHRM5 agonist
O=C(COC(=O)CCC(=O)c1cccs1)Nc1cccc(F)c1,-1,4,-1,0,-2,4,-2,0.0,4
COC(=O)[C@H](C)NC(=O)c1cc2c(cn1)[nH]c1ccccc12,-2,4,6,6,1,-21,3,-1.6,-1
O=C(Nc1cc(S(=O)(=O)N2CCCCC2)ccc1N1CCCCC1)C1CC1,1,-2,1,-3,-1,103*,9,1.3,1
Cc1ccc(-n2nc(C)c3c(C)c(CCC(=O)O)c(C)nc32)cc1C,5,1,-6,0,3,16,4,-0.8,0
CCCCN(C)C(=O)C1CCN(C/C(C)=C/c2ccccc2)CC1,-2,1,-1,9,-6,-14,1,0.0,-10
C[C@H](NC(=O)c1nc[nH]c1C(=O)NCC(=O)OCc1ccccc1)C(=O)OC(C)(C)C,-25,16,9,4,-7,6,4,-2.3,-1
COC(=O)C(NC(C)=O)(Nc1cc(C)ccn1)C(F)(F)F (configuration not stated),3,1,-10,1,-8,-11,-2,-0.4,4
Cc1ccc(S(=O)(=O)N2CCC(C(=O)NCCc3ccccn3)CC2)cc1,-3,1,12,7,-8,-4,1,-0.3,2
CCOc1cc(CN2CCN(C(=O)CC(C)C)CC2)ccc1OC,7,0,-7,1,10,38,2,3.6,-5
COc1ccccc1-n1cc(-c2ccc(Cl)cc2)[nH]c1=O,2,1,-1,-3,-1,-62,2,-0.4,-2
NC(=O)COc1ccc2c3c(c(=O)oc2c1)CCCCC3,-7,1,4,4,14,-17,3,-2.6,1
O=C(OCC(=O)N1CCC(Cc2ccccc2)CC1)c1cc(Cl)ccc1O,0,0,4,4,0,6,-2,0.5,-2
COc1cccc(C2=Nc3cccc4cccc(c34)N2)c1,-4,0,4,-5,-4,19,0,-2.7,0
c1ccc2nc(-c3ccncc3)ccc2c1,-4,-1,-3,14,-9,5,2,0.7,-1
CSc1ncccc1C(=O)NCc1ccc(C)cc1,-1,0,3,3,-1,13,4,-0.5,-2
COc1ccc(-c2nn(-c3ccccc3)cc2/C=N/N=C(N)N)cc1OC,-2,1,3,2,0,-45,0,-1.0,-2
CCc1ccc(-c2nc(CSCC(=O)N3CCN(c4ccccn4)CC3)c(C)o2)cc1,-18,18,17,19,-22,-4,8,1.7,4
O=C(NCCNC(=O)c1ccc(-c2cccc(Cl)c2)o1)c1cnccn1,-7,14,7,-4,2,3,/,0.8,5
CCc1ccccc1NC(=O)C1(S(=O)(=O)c2ccc(C)cc2)CC1,4,-1,-1,1,-8,0,-2,0.0,-6
Cc1ccc(/C=C/C(=O)Nc2cccc3ncccc23)o1,2,2,-7,4,6,16,3,1.4,3
COc1ccc(-c2cc(C(F)(F)F)nc(S(C)(=O)=O)n2)cc1OC,8,1,-2,11,-3,16,5,-2.5,-4
Cc1cc(O)cc(O)c1C(=O)Cc1cnn(-c2ccccc2)c1,-6,4,-1,-7,9,29,3,-1.2,-1
CC1=C(C(=O)N(C(C)C)C(C)C)CC(CC(=O)NC2CC2)C(=O)N1Cc1ccc(F)cc1 (configuration not stated),12,0,2,-10,11,/,/,/,2
CC1CCCC(NC(=O)c2ccc(CNc3c(N4CCCC4)c(=O)c3=O)cc2)C1C (configuration not stated),1,0,2,-1,7,-10,5,-0.5,-2
COCCNC(=O)C(=O)Nc1ccc2c(c1)N(S(=O)(=O)c1cccs1)CCC2,0,2,5,-14,7,2,0,-0.4,2
COc1cc(OC)c(C2=NOC(C(=O)NCc3cccs3)C2)cc1Cl (configuration not stated),6,3,5,-4,7,-11,-1,-2.7,5
O=C(Nc1ccc(CN2CCOCC2)cc1)c1ccc(Cl)cc1Cl,6,2,9,12,-6,4,/,2.6,-1
CCCCNC(=O)N1CCN(Cc2ccc(F)cc2)CC1,-2,0,-8,6,-11,14,1,2.2,-2
O=C1CN(C(=O)COC(=O)c2ccc(Cl)cc2)c2ccccc2N1,-9,1,10,-13,4,-6,/,-1.5,0
CCOc1ccc(-c2n[nH]c(=S)n2Cc2ccccc2)cc1,-3,-1,14,2,-2,-12,5,0.0,-4
CCOc1ccc(Nc2ncnc3c2cnn3C)cc1,4,0,3,3,-2,1,3,-1.1,3
Cc1ccc(NC(=O)NCCCN2CCCC2=O)cc1C,9,0,-11,-1,5,3,-2,-0.2,-3
Cc1sc2nc(CSCC(=O)Nc3c(F)cccc3F)[nH]c(=O)c2c1C,-3,2,3,-22,-1,-4,2,2.9,-3
CCN(CC(=O)Nc1c(F)cccc1F)C(=O)CNC(=O)C1CCCCC1,-7,0,12,-3,-2,4,6,-0.9,-1
CN(C)/C=N/c1c(C#N)cnn1C,4,1,4,-5,3,-14,0,2.7,2
CN1C(=O)N(S(=O)(=O)c2ccc(F)c(F)c2F)C(=O)C1(C)C,6,0,-8,1,8,7,-3,-0.9,0
CSCCC(NS(=O)(=O)c1ccc2c(c1)oc(=O)n2C)C(=O)NC1CCCc2ccccc21 (configuration not stated),-2,2,-3,-11,-1,-3,1,0.7,0
